ROC1-CUL1 inh: blocks human RBX1-Cullin-1 di-ubiquitin formation; in vitro K48 di-Ub FRET, acceptor:donor ratio, 45 min; 140,000 tested, 0.6% active; inhibition, % at 10 µM; AID 1347404; P62877+Q13616; in the data active = inhibition above about 25%
Target sequence (P62877 whole entry, looked up): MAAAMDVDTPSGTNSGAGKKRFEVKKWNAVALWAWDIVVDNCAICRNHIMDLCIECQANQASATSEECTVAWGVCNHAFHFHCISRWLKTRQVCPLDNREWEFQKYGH
Target sequence (Q13616 whole entry, looked up): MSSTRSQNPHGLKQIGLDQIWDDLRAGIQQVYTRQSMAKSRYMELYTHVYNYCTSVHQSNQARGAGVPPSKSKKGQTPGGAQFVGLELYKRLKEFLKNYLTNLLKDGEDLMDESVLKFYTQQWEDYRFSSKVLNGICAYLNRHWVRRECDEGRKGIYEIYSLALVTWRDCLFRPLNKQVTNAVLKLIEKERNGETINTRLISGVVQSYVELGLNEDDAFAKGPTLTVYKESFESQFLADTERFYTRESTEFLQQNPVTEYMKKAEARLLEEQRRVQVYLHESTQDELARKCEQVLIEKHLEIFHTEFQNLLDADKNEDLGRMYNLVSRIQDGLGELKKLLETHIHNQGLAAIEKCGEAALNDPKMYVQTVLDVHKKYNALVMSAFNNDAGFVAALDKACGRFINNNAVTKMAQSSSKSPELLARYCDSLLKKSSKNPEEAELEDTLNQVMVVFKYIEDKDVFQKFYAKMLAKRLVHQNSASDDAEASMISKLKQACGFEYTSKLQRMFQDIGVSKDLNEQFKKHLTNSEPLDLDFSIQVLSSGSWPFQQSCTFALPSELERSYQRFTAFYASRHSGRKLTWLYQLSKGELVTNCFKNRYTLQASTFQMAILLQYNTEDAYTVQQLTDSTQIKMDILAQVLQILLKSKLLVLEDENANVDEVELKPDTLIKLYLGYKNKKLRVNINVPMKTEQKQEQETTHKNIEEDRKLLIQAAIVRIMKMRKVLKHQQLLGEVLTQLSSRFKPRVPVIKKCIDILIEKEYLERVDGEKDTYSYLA
Active calls of the source: *; & = joins results of further samples.

For CN1C(=O)C(c2ccc(Cl)cc2)C(=O)c2ccccc21 (stereo not given) the results were ROC1-CUL1 inh 8.
Screening Cc1ccc(C(=O)Nc2cccc(OCc3cc(=O)n4c5c(sc4n3)CCCC5)c2)cc1 returned ROC1-CUL1 inh -2.
`COC(=O)c1nn(-c2ccc3c(c2)OCCO3)cc1O` gave ROC1-CUL1 inh 6.
O=C(c1cscn1)N1CCCC(CCc2ccc(F)cc2F)C1 (stereo not given) was read as ROC1-CUL1 inh -3.
Screening NC(=O)c1ccc(C2CCCN2C(=O)c2ccc(Cn3cccc3)cc2)s1 (stereo not given) returned ROC1-CUL1 inh 1.
For O=C(O)CCCC(=O)N1CCN(c2cccc(Cl)c2)CC1 the results were ROC1-CUL1 inh 4.
COc1ccc(/C=C\C(=O)Nc2cccc(S(=O)(=O)N3CCOCC3)c2)cc1Br was read as ROC1-CUL1 inh -11.
Screening CCN1CCCC(NC(=O)c2cc(NC)ccc2OC)C1 (stereo not given) returned ROC1-CUL1 inh -2.
`Cc1[nH]c2ccccc2c1C(c1ccccc1F)c1c(C)[nH]c2ccccc12` gave ROC1-CUL1 inh -10.
Screening NC(=O)C1C(=O)NC2CS(=O)(=O)CC21 (stereo not given) returned ROC1-CUL1 inh 3.
C=CCN(CC=C)C(=O)c1nc2ccccc2s1 was read as ROC1-CUL1 inh 10.
Screening CC(=O)N1CCc2cc(CNS(=O)(=O)c3ccc(F)cc3)ccc21 returned ROC1-CUL1 inh 1.
Screening CSc1ncnc2c1oc1ccccc12 returned ROC1-CUL1 inh -5&-18.
Cn1c(SCC(=O)Nc2ccc(Cl)cn2)nc2ccccc21 was read as ROC1-CUL1 inh 0.
Screening Cc1ccc(S(=O)(=O)c2cn(Cc3ccccc3Cl)c3ccc(F)cc3c2=O)cc1 returned ROC1-CUL1 inh -5.

Grouped by structure, those above with sulfur
Screening Cc1ccc(C(=O)Nc2cccc(OCc3cc(=O)n4c5c(sc4n3)CCCC5)c2)cc1 returned ROC1-CUL1 inh -2.
O=C(c1cscn1)N1CCCC(CCc2ccc(F)cc2F)C1 (stereo not given) was read as ROC1-CUL1 inh -3.
Screening NC(=O)c1ccc(C2CCCN2C(=O)c2ccc(Cn3cccc3)cc2)s1 (stereo not given) returned ROC1-CUL1 inh 1.
COc1ccc(/C=C\C(=O)Nc2cccc(S(=O)(=O)N3CCOCC3)c2)cc1Br was read as ROC1-CUL1 inh -11.
Screening NC(=O)C1C(=O)NC2CS(=O)(=O)CC21 (stereo not given) returned ROC1-CUL1 inh 3.
C=CCN(CC=C)C(=O)c1nc2ccccc2s1 was read as ROC1-CUL1 inh 10.
Screening CC(=O)N1CCc2cc(CNS(=O)(=O)c3ccc(F)cc3)ccc21 returned ROC1-CUL1 inh 1.
Screening CSc1ncnc2c1oc1ccccc12 returned ROC1-CUL1 inh -5&-18.
Cn1c(SCC(=O)Nc2ccc(Cl)cn2)nc2ccccc21 was read as ROC1-CUL1 inh 0.
Screening Cc1ccc(S(=O)(=O)c2cn(Cc3ccccc3Cl)c3ccc(F)cc3c2=O)cc1 returned ROC1-CUL1 inh -5.

Later entries
O=C(CCC1CCN(C(=O)C2CCCO2)CC1)N1CCN(c2ccccc2)CC1 (stereo not given) was read as ROC1-CUL1 inh 7.
`COc1cccc(-c2cc(-c3ccccc3)nc(SCC(=O)Nc3ccc(S(=O)(=O)Nc4nccs4)cc3)c2C#N)c1OC` gave ROC1-CUL1 inh -1.
For N#CC1C(=N)N(c2ccccc2[N+](=O)[O-])C2=C(C(=O)CCC2)C1c1cn(Cc2c(Cl)cccc2Cl)nc1-c1ccccc1 (stereo not given) the results were ROC1-CUL1 inh -7.
For CNCCCCSc1ccccc1 the results were ROC1-CUL1 inh 3.
`Cc1cc(Nc2cccc(C(F)(F)F)c2)nc2ccc(NC(=O)C3C=CC(=O)N=C3)cc12` (stereo not given) gave ROC1-CUL1 inh -2.
`CCOc1ccc(NC(=O)CCNS(=O)(=O)c2cccs2)cc1` gave ROC1-CUL1 inh -5.
Nc1c(-c2n[nH]c(=S)n2-c2ccc(Cl)cc2)cnn1-c1ccccc1 was read as ROC1-CUL1 inh -8.
Screening CC1=C(C#N)c2nc(N)c(C#N)c(C)c2/C1=C\c1ccc(O)cc1 returned ROC1-CUL1 inh 4.
For CCCN(CCC)C(=O)Cn1c(=O)n(-c2ccc(C)cc2)c(=O)c2ccc(C(=O)NCc3ccccc3Cl)cc21 the results were ROC1-CUL1 inh 5.
For CCCCC1(C)OC(=O)C(=Cc2ccc(N(C)C)cc2)C(=O)O1 (stereo not given) the results were ROC1-CUL1 inh 20.
`COC(=O)c1ccc(CSc2nc3ccncc3n2Cc2ccc(F)cc2)cc1` gave ROC1-CUL1 inh -5.
Cc1cccc(S(=O)(=O)NCCC(=O)O)c1 was read as ROC1-CUL1 inh -5.
`COC(=O)CCCNc1nncc(-c2ccc(Cl)cc2)n1` gave ROC1-CUL1 inh 1.
CCC(C)c1ccccc1NC(=O)c1cc(OC)c(OC)c(OC)c1 (stereo not given) was read as ROC1-CUL1 inh 2.
`COc1cc(C(=O)Nn2c(-c3cc(OC)c(OC)c(OC)c3)n[nH]c2=S)cc(OC)c1OC` gave ROC1-CUL1 inh 13.
`O=C(Cc1ccc(Cl)cc1)Nc1ccccc1N1CCN(C(=O)c2ccccc2)CC1` gave ROC1-CUL1 inh 4.
Screening N#Cc1c(N)ncc2c1[nH]c1ccccc12 returned ROC1-CUL1 inh -10.
Screening CCNC(=O)c1cn(CCc2ccccc2)cc(C(=O)N(C)Cc2cc3ccccc3s2)c1=O returned ROC1-CUL1 inh 9.
For CNC(=O)c1ccc(-n2nc(C)cc2-c2ccccc2)cc1 the results were ROC1-CUL1 inh 4.
For Fc1ccc(N2CCN(/C=C/c3nnnn3-c3ccccc3)CC2)cc1 the results were ROC1-CUL1 inh 15.
For O=[N+]([O-])c1cc(-c2ncccn2)cs1 the results were ROC1-CUL1 inh -14.
Screening COCC1CCN(C(=O)c2cc(COc3cc(C)ccc3C)on2)CC1 returned ROC1-CUL1 inh 2.
CCCCn1c(=O)c2c(nc3n(C(C)CC)c(C)cn23)n(C)c1=O (stereo not given) was read as ROC1-CUL1 inh -1.
Screening CCc1cc2c(=O)oc(-c3ccccc3F)nc2s1 returned ROC1-CUL1 inh -9.
Screening COCc1ccc(C(=O)Nc2ccc(-c3nc(CNC(=O)C#Cc4ccccc4)c(C)o3)cc2)o1 returned ROC1-CUL1 inh 6.
`COc1ccc(Cl)cc1NS(=O)(=O)c1ccc2[nH]c3c(c2c1)CCCC3` gave ROC1-CUL1 inh 0.
`CNC(=O)c1cccc(NS(=O)(=O)c2ccc(C)cc2)c1C` gave ROC1-CUL1 inh 5.
Screening O=C(Cn1cccn1)N1CCCC(N2CCN(c3ccccc3F)CC2)C1 (stereo not given) returned ROC1-CUL1 inh 1.
`Clc1ccc(-n2c(SCCc3ccccc3)nnc2-c2ccccc2)cc1` gave ROC1-CUL1 inh -10.
For Cc1ccc(Cl)cc1N1CCN(C(=O)c2c(F)cccc2F)CC1 the results were ROC1-CUL1 inh -1.
Cc1cccc(N2CCN(C(=O)C3C4C=CC(C4)C3C(=O)O)CC2)c1C (stereo not given) was read as ROC1-CUL1 inh -6.
For CN1CCN(C(CC(=O)Nc2ccc(O)cc2)C(=O)O)CC1 (stereo not given) the results were ROC1-CUL1 inh 7.
`COc1ccccc1C(C)N(C)C(=O)c1coc(COc2cccc(F)c2)n1` (stereo not given) gave ROC1-CUL1 inh -10.
COC1CCCN(Cc2cnc(S(C)(=O)=O)n2CC2CCCCC2)C1 (stereo not given) was read as ROC1-CUL1 inh 8.
CC1(C)CC(=O)CC(=Nc2oc(-c3ccccc3)c(-c3ccccc3)c2C#N)C1 was read as ROC1-CUL1 inh 1.
Screening COCc1cc(C)nc2sc(-c3nc4ccccc4[nH]3)c(NC(=O)c3ccccc3)c12 returned ROC1-CUL1 inh 6.
Screening Cc1csc2nc(COC(=O)c3ccc(NC(=O)C(C)C)cc3)cc(=O)n12 returned ROC1-CUL1 inh -5.
Screening O=C(NS(=O)(=O)N1CCOCC1)c1c[nH]c2ccccc12 returned ROC1-CUL1 inh 1.
CCOc1cc(/C=N/NC(N)=S)cc(Cl)c1OCc1ccc(Cl)cc1 was read as ROC1-CUL1 inh 0.
`CCN1CCN(C(=O)c2cc3c(=O)n4cccc(C)c4nc3n2Cc2ccccc2)CC1` gave ROC1-CUL1 inh 9.
For Cc1ccc(CNC(=O)c2sc3nc(-c4cccs4)ccc3c2N)cc1 the results were ROC1-CUL1 inh -5.
`Cc1ccc(S(=O)(=O)Oc2c(Cl)cc(Cl)cc2/C=C2\SC(=N)NC2=O)cc1` gave ROC1-CUL1 inh -1.
COc1ccc(C(=O)NC(=S)Nc2ccc(S(=O)(=O)N3CCOCC3)cc2)cc1 was read as ROC1-CUL1 inh 3.
`C=CCOc1ccc(CNc2ccc(NC(=O)C(C)C)cc2)cc1OC` gave ROC1-CUL1 inh -4.
`Cc1ccc(Cl)cc1N1CCN(C(=O)C2CCN(S(=O)(=O)c3c(C)noc3/C=C/c3ccccc3F)CC2)CC1` gave ROC1-CUL1 inh -1.

The last 3 compounds of the part above come first, to join the parts.
COc1ccc(C(=O)NC(=S)Nc2ccc(S(=O)(=O)N3CCOCC3)cc2)cc1 was read as ROC1-CUL1 inh 3.
`C=CCOc1ccc(CNc2ccc(NC(=O)C(C)C)cc2)cc1OC` gave ROC1-CUL1 inh -4.
`Cc1ccc(Cl)cc1N1CCN(C(=O)C2CCN(S(=O)(=O)c3c(C)noc3/C=C/c3ccccc3F)CC2)CC1` gave ROC1-CUL1 inh -1.
For OC(COCCOc1ccc(Cl)cc1)CN1CCN(c2cccc(C(F)(F)F)c2)CC1 (stereo not given) the results were ROC1-CUL1 inh 6.
Screening COc1cccc(NC(=O)CC2Nc3cc(C)c(C)cc3NC2=O)c1 (stereo not given) returned ROC1-CUL1 inh 18.
COC(=O)c1c(-c2ccccc2)csc1-n1c(C)ccc1C was read as ROC1-CUL1 inh -1.
`COc1cc(C2CC(=O)c3c([nH]c(C(=O)OCc4ccc(C)cc4)c3C)C2)cc(OC)c1OC` (stereo not given) gave ROC1-CUL1 inh 2.
`Cc1cc(C)cc(C(=O)N2CCN(S(=O)(=O)c3cccs3)CC2)c1` gave ROC1-CUL1 inh 6.
`COc1ccc(C(=O)c2oc3ccccc3c2NC(=O)COc2cccc(C)c2C)cc1` gave ROC1-CUL1 inh 2.
For OC1CCSc2ccc(Cl)cc21 (stereo not given) the results were ROC1-CUL1 inh -5.
Screening CCn1cc(C(=O)Nc2ccc(Cl)cc2Cl)cn1 returned ROC1-CUL1 inh -3.
CCCNC(=O)c1nnn(-c2ccc(Cl)cc2)c1-c1ccco1 was read as ROC1-CUL1 inh 3.
Screening CC(NC(=O)CSc1n[nH]c(-c2ccccc2Cl)n1)c1nc2ccccc2[nH]1 (stereo not given) returned ROC1-CUL1 inh 3.
For Cc1ccc(N2C(=O)/C(=C/c3ccccc3)NC2=NC(C)C)cc1 the results were ROC1-CUL1 inh 7.
Screening COc1ccc(C(=O)Nc2ccc(-c3nnc4n3CCCCC4)cc2)cc1OC returned ROC1-CUL1 inh 3.
For CC(=O)Nc1ccc(C(C)=O)c2ccccc12 the results were ROC1-CUL1 inh -7.
Cc1cc(C)c(NS(=O)(=O)c2cc([N+](=O)[O-])ccc2Cl)c(C)c1 was read as ROC1-CUL1 inh -1.
Screening CCOC(=O)c1ccc(NC(=O)CCS(=O)(=O)c2ccc3c(c2)oc(=O)n3C)cc1 returned ROC1-CUL1 inh 6.
Cc1cc(OCC(=O)Nc2nnc(C3CCCCC3)s2)ccc1Cl was read as ROC1-CUL1 inh 3.
COC(c1ccccc1)c1nnc(CCC(=O)N(C)Cc2ccsc2)o1 (stereo not given) was read as ROC1-CUL1 inh 5.
O=S1c2ccccc2C(O)N1c1ccccc1 (stereo not given) was read as ROC1-CUL1 inh -1.
`O=C(Cn1c(O)c(C=C2C=Nc3ccccc32)sc1=O)N1CCOCC1` gave ROC1-CUL1 inh 3.
For CCn1c2ccccc2c2nnc(SCC(=O)O)nc21 the results were ROC1-CUL1 inh -1.
For COc1ccc(C2=C/C(=C/C(=O)c3ccccc3)SS2)cc1 the results were ROC1-CUL1 inh -2.
`CCS(=O)(=O)c1nc(S(=O)(=O)c2ccc(C)cc2)c(NC(C)c2ccccc2)s1` (stereo not given) gave ROC1-CUL1 inh 7.
For Cc1c(O)nc(SC2CC(=O)N(c3ccc(Cl)cc3Cl)C2=O)[nH]c1=O (stereo not given) the results were ROC1-CUL1 inh 14.
Screening O=C1c2ccccc2C(=O)N1/N=C/c1ccc(OCc2ccccc2)cc1 returned ROC1-CUL1 inh -4.
`COc1ccc(C2=C(C#N)C(=S)N=C3CCCCCC32)cc1` (stereo not given) gave ROC1-CUL1 inh 12.
`COc1cc(C(=O)Nc2cc(OC)c(OC)c(OC)c2)ccc1OC(F)F` gave ROC1-CUL1 inh -5.
COc1ccc(C(O)Cc2nccn2C)cc1 (stereo not given) was read as ROC1-CUL1 inh 0.
Screening COc1cc(C(=O)Nc2ccc(O)cc2)cc(OC)c1OC returned ROC1-CUL1 inh 8.
For COc1ccc(NC(=O)c2c(NCc3cccc(F)c3)sc3c2CCCC3)c(OC)c1 the results were ROC1-CUL1 inh -5.
Cc1ccc(-c2noc(C(C)NS(=O)(=O)c3ccc(C)cc3)n2)cc1 (stereo not given) was read as ROC1-CUL1 inh 10.
For Cc1ccc(NC(=O)CSc2nc(-c3ccco3)cc(C(F)(F)F)n2)cc1 the results were ROC1-CUL1 inh 1&0.
For CCc1ccccc1NC(=O)Cn1c(=O)n(-c2ccc(C)cc2)c(=O)c2cc(OC)c(OC)cc21 the results were ROC1-CUL1 inh 4.
For COc1ccc(OC)c(NC(=O)CC2NCCNC2=O)c1 (stereo not given) the results were ROC1-CUL1 inh 1.
N=c1c2c(n(Cc3ccc(Cl)cc3)c3c1CCC3)CCC2 was read as ROC1-CUL1 inh -2.
COc1ccc(Cl)cc1C(=O)N1C(C)CCCC1C (stereo not given) was read as ROC1-CUL1 inh -10.
For O=c1oc2ccc(Cl)cc2cc1-c1nc(-c2cccs2)no1 the results were ROC1-CUL1 inh -9.
Screening Cc1ccc(-n2nc(C(=O)N3CCN(c4cccc(C(F)(F)F)c4)CC3)c(=O)n(C)c2=O)cc1 returned ROC1-CUL1 inh 1.
For Cc1ccc(C)c(N2CCN(S(=O)(=O)c3c(C)nc4sccn4c3=O)CC2)c1 the results were ROC1-CUL1 inh 0.

A portion of the library; rates above refer to the full screens.
